EPAC2 antag = antagonists of human EPAC2; Q8WZA2; EPAC2 GEF exchange of Rap1B-BODIPY-GDP, fluorescence; Potency, µM (titrated, usually from 114 µM), inactives show at the highest dose activity, negative = inhibition, actives largely listed as inhibitors; hit rate 0.18% among 360,000; also: potency is read from the fitted curve at half-maximal effect; % is scaled to controls: 0 for no effect and ±100 for the full control effect; nearly all actives have a fitted effect of over 45% in size; many of its hits are not listed in these tables
Target sequence (Q8WZA2 whole entry, looked up): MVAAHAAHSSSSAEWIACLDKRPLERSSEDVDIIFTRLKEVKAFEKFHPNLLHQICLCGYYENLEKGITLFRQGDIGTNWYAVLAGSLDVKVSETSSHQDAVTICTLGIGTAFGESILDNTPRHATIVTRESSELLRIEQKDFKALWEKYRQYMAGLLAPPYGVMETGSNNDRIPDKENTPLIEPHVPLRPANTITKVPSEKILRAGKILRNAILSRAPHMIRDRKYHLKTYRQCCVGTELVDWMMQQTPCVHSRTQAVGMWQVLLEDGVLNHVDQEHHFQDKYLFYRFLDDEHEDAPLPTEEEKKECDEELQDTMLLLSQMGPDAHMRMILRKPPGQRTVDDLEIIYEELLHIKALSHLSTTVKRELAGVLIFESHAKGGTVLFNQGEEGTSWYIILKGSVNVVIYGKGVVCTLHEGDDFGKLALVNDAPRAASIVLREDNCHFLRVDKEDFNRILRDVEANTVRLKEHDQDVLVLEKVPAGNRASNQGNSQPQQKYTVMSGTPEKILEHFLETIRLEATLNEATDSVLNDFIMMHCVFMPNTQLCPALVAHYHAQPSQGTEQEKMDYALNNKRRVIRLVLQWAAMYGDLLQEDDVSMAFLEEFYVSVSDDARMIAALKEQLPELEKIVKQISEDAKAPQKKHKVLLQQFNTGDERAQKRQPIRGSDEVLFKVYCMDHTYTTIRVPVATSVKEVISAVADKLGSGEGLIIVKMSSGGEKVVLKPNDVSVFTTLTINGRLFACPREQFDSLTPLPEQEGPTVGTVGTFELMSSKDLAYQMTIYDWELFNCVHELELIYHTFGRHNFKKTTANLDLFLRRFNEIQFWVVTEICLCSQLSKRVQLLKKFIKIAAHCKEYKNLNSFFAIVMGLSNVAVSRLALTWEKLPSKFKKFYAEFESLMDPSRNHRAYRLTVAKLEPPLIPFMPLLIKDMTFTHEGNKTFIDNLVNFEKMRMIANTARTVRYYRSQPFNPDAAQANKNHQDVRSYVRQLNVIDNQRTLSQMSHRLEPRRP
pAkt inh = Akt phosphorylation inhibition | Neuro2A IGF-stimulated pAkt S473 HTRF, 20 min; active compounds read low | activity change, % for hits at 50 µM | hit rate 0.32% among 360,000; in the data active = activity change below about -80%; inconclusive = mostly about -51% to -80%; also: % is scaled to controls: 0 for no effect and ±100 for the full control effect
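Single-point screen (50 µM final compound) in Neuro2A cells stimulated 20 min with 6 nM IGF at 37 deg C. After lysis, Ser473-phosphorylated Akt read by HTRF (ex 330 nm, em 615/665 nm) as the 665/615 ratio.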
EPAC2 agonist = activates human EPAC2 exchange factor; Q8WZA2; EPAC2 activation, biochemical qHTS; response scale: 100% = 6.5 mM cAMP response; Potency, µM (series often up to 154 µM), inactives show at the top dose activation, usual class: activators; hit rate 0.079% among 360,000; AID 720711; also: potency is read from the fitted curve at half-maximal effect; nearly all actives have a fitted effect of over 50% in size
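Nucleotide exchange monitored as fluorescence drop when BODIPY-GDP leaves Rap1B. Reaction: 100 nM EPAC2, 250 nM RAP1B-BODIPY-GDP, 50 uM GDP, room temperature, kinetic read over 30 min. Activity expressed relative to 6.5 mM cAMP.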
* = called active by the depositor; i = inactive; ? = inconclusive. Unless noted, calls follow the shape of the dose curve; as a rule, active = well fitted curve in the direction sought with a large enough effect; inconclusive = small, poorly fitted or top-dose-only effect, or another doubt; inactive = no such curve, though single readings can be large; an effect the other way counts as inactive or inconclusive. These rows are one share of the data. The share of hits here may be higher or lower than overall.

The first 15 entries as a preview:
EPAC2 antag	pAkt inh	EPAC2 agonist	structure
2%	i	9%	N#Cc1ccc(C(C(=O)NCc2ccccc2)n2c(=O)c(-c3cc4ccccc4[nH]3)nc3ccccc32)cc1 (stereo unspecified)
-8%	i	3%	CCOC(=O)C1=CCC(c2cc3ccc(OC)cc3n2C(=O)OC(C)(C)C)NC1 (stereo unspecified)
6%	i	14%	COc1ccc(NC(=O)C(c2ccc(OC)cc2)n2c(=O)c(-c3cc4ccccc4[nH]3)nc3ccccc32)cc1 (stereo unspecified)
-9%	i	11%	COc1ccc(C(=O)C(=O)N2CCC(c3ccccc3)CC2)cn1
2%	i	4%	COc1ccc(C(=O)NCCNc2nc3cc(C)cc(C)c3cc2C#N)cc1
11%	i	-5%	O=c1c(-c2cccs2)nc2ccccc2n1C(CCc1ccccc1)c1nc2ccccc2[nH]1 (stereo unspecified)
0%	i	11%	O=C(NC1CCCCC1)C(c1ccncc1)n1c(=O)c(-c2ccccc2)nc2ccccc21 (stereo unspecified)
0%	i	7%	CCOC(=O)[C@]12CCCC=C1N(CCC1=CCCCC1)C(=O)[C@H](CC(=O)NCC13CC4CC(CC(C4)C1)C3)C2
21%	i	11%	COC(=O)[C@]12CCCCC=C1N(CCc1ccc(OC)c(OC)c1)C(=O)[C@H](CC(=O)NCCC(C)C)C2
-4%	i	3%	COc1ccc(OC)c(CN2C(=O)CSCC2(C)C(=O)NCc2ccccc2)c1 (stereo unspecified)
1%	i	-18%	CCCCCNC(=O)C(c1ccc(C(F)(F)F)cc1)n1c(=O)c(-c2ccco2)nc2ccccc21 (stereo unspecified)
1%	i	9%	O=C1Nc2ccccc2-n2nnnc2C1N1CCN(C(=O)C2CCCO2)CC1 (stereo unspecified)
4%	i	-6%	CCOC(=O)[C@]12CCCC=C1N(CCC1=CCCCC1)C(=O)[C@H](CC(=O)NCCCOC)C2
0%	i	6%	CN1C(=O)[C@@](O)(c2cn(C)c3ccccc23)c2cc(Br)ccc21
11%	i	4%	CC(C)(C)N1C(=O)c2ccccc2NC(=O)C1C(=O)NCCc1ccccc1F (stereo unspecified)

The whole of this part, previewed entries included:
EPAC2 antag	pAkt inh	EPAC2 agonist	structure
2%	i	9%	N#Cc1ccc(C(C(=O)NCc2ccccc2)n2c(=O)c(-c3cc4ccccc4[nH]3)nc3ccccc32)cc1 (stereo unspecified)
-8%	i	3%	CCOC(=O)C1=CCC(c2cc3ccc(OC)cc3n2C(=O)OC(C)(C)C)NC1 (stereo unspecified)
6%	i	14%	COc1ccc(NC(=O)C(c2ccc(OC)cc2)n2c(=O)c(-c3cc4ccccc4[nH]3)nc3ccccc32)cc1 (stereo unspecified)
-9%	i	11%	COc1ccc(C(=O)C(=O)N2CCC(c3ccccc3)CC2)cn1
2%	i	4%	COc1ccc(C(=O)NCCNc2nc3cc(C)cc(C)c3cc2C#N)cc1
11%	i	-5%	O=c1c(-c2cccs2)nc2ccccc2n1C(CCc1ccccc1)c1nc2ccccc2[nH]1 (stereo unspecified)
0%	i	11%	O=C(NC1CCCCC1)C(c1ccncc1)n1c(=O)c(-c2ccccc2)nc2ccccc21 (stereo unspecified)
0%	i	7%	CCOC(=O)[C@]12CCCC=C1N(CCC1=CCCCC1)C(=O)[C@H](CC(=O)NCC13CC4CC(CC(C4)C1)C3)C2
21%	i	11%	COC(=O)[C@]12CCCCC=C1N(CCc1ccc(OC)c(OC)c1)C(=O)[C@H](CC(=O)NCCC(C)C)C2
-4%	i	3%	COc1ccc(OC)c(CN2C(=O)CSCC2(C)C(=O)NCc2ccccc2)c1 (stereo unspecified)
1%	i	-18%	CCCCCNC(=O)C(c1ccc(C(F)(F)F)cc1)n1c(=O)c(-c2ccco2)nc2ccccc21 (stereo unspecified)
1%	i	9%	O=C1Nc2ccccc2-n2nnnc2C1N1CCN(C(=O)C2CCCO2)CC1 (stereo unspecified)
4%	i	-6%	CCOC(=O)[C@]12CCCC=C1N(CCC1=CCCCC1)C(=O)[C@H](CC(=O)NCCCOC)C2
0%	i	6%	CN1C(=O)[C@@](O)(c2cn(C)c3ccccc23)c2cc(Br)ccc21
11%	i	4%	CC(C)(C)N1C(=O)c2ccccc2NC(=O)C1C(=O)NCCc1ccccc1F (stereo unspecified)

Part of the list above, set out differently:
> CCCCCNC(=O)C(c1ccc(C(F)(F)F)cc1)n1c(=O)c(-c2ccco2)nc2ccccc21 (stereo unspecified)
  EPAC2 antag = 1%
  pAkt inh = i
  EPAC2 agonist = -18%
> O=C1Nc2ccccc2-n2nnnc2C1N1CCN(C(=O)C2CCCO2)CC1 (stereo unspecified)
  EPAC2 antag = 1%
  pAkt inh = i
  EPAC2 agonist = 9%

The listing continues.
EPAC2 antag	pAkt inh	EPAC2 agonist	structure
4%	i	15%	CCOC(=O)[C@]12CCCC=C1N(CCC1=CCCCC1)C(=O)[C@H](CC(=O)N1CCOCC1)C2
-7%	i	9%	O=C(Nc1ccc2c(c1)OCCO2)C(c1ccccc1F)n1c(=O)c(-c2ccco2)nc2ccccc21 (stereo unspecified)
-8%	i	7%	CC(C)C(C(=O)NC1CCCC1)N1CCN(c2ncccc2C#N)CC1 (stereo unspecified)
-15%	i	4%	O=C(NCc1ccccc1)C(c1ccc(F)cc1)N1CCN(c2ccccc2F)CC1 (stereo unspecified)
1%	i	3%	CC(C)(C)NC(=O)C(c1cccc2ccccc12)n1c(=O)c(-c2cc3ccccc3[nH]2)nc2ccccc21 (stereo unspecified)
-7%	i	3%	CCOC(=O)[C@]12CCCC=C1N(Cc1ccccc1)C(=O)[C@H](CC(=O)N1CCN(C(=O)c3ccco3)CC1)C2
3%	i	6%	COC(=O)[C@@]12C[C@@H](CC(=O)N3CCCC3)C(=O)N(Cc3ccc4c(c3)OCO4)C1=CCC(C)(C)C2
6%	i	10%	CCOC(=O)[C@]12CCCC=C1N(Cc1ccccc1)C(=O)[C@H](CC(=O)N1CCCC1)C2
-7%	i	4%	CC(C(=O)NC(C)(C)C)n1c(C(c2ccccc2)c2ccccc2)nc2ccccc21 (stereo unspecified)
-2%	i	7%	CC(C(=O)NC(C)(C)C)n1c(-c2ccccc2)nc2ccccc21 (stereo unspecified)
-4%	i	1%	COc1ccc(CCC(=O)N2c3ccccc3N=C(c3ccc(C(F)(F)F)cc3)C2C(=O)NC2CCCC2)cc1 (stereo unspecified)
-10%	i	3%	COC(=O)[C@@]12C[C@@H](CC(=O)NCC3CCCCC3)C(=O)N(Cc3ccco3)C1=CCC(C)(C)C2
-8%	i	23%	O=C(NCc1ccccc1)C1C(c2ccccc2)=Nc2ccccc2N1C(=O)c1cccnc1 (stereo unspecified)
1%	i	2%	CC1(C(=O)Nc2ccc3c(c2)OCCO3)CSCC(=O)N1CCCn1ccnc1 (stereo unspecified)
-5%	i	11%	COC(=O)[C@@]12C[C@@H](CC(=O)N3CCOCC3)C(=O)N(Cc3ccco3)C1=CCC(C)(C)C2

Continued.
EPAC2 antag	pAkt inh	EPAC2 agonist	structure
-4%	i	3%	CC(C)(C)OC(=O)N1CCc2onc(-c3ccccc3[N+](=O)[O-])c2C1=O
4%	i	9%	Cc1ccc(S(=O)(=O)C[C@@H]2OC3CCCCC3N2S(=O)(=O)c2ccc(C)cc2)cc1 (stereo partly specified)
1%	i	1%	COc1ccc(C2=Nc3ccccc3N(C(=O)c3ccncc3)C2C(=O)NC(C)C)cc1 (stereo unspecified)
-7%	i	-2%	O=S(=O)(NCC[C@@H]1CC[C@H](NS(=O)(=O)c2cccc(F)c2)[C@@H](CO)O1)c1cccc(F)c1
3%	i	5%	CN1CCN(C(=O)C[C@@H]2C=C[C@H](NS(=O)(=O)c3cccc(F)c3)[C@@H](CO)O2)CC1
2%	i	3%	COC(=O)C[C@@H]1C=C[C@@H](NC(C)=O)[C@@H](CO)O1
-2%	i	3%	COC(=O)/C=C1\OC(C2CC2)c2ccccc21 (stereo unspecified)
-8%	i	-1%	CC1(C(=O)NCc2ccccc2)CSCC(=O)N1CCOc1ccccc1 (stereo unspecified)
-9%	i	4%	COC(=O)[C@@]12C[C@@H](CC(=O)NCC34CC5CC(CC(C5)C3)C4)C(=O)N(Cc3cccc4ccccc34)C1=CCC(C)(C)C2
1%	i	6%	O=C(C[C@@H]1C=C[C@@H](NC(=O)c2cccnc2)[C@@H](CO)O1)NCc1ccncn1
-8%	i	2%	Cc1cccc(-c2ccc(O)cc2CN2CCN(c3ncc(Cc4ccccc4)cn3)CC2)c1
-6%	i	3%	Cc1cc(N2CCN(C(C(=O)NC3CCCC3)c3ccc(F)cc3)CC2)c2ccccc2n1 (stereo unspecified)
-1%	i	2%	Cc1nc2ccccc2n1C(C)c1nc2ccccc2n1CC(=O)c1ccsc1 (stereo unspecified)
?	i	-3%	CCCCCCCCN1C(=O)[C@H](CC(=O)NCCc2ccccc2OC)C[C@@]2(C(=O)OC)CC(C)(C)CC=C12
11%	i	3%	O=C1Nc2ccccc2-n2nnnc2C1N1CCCN(Cc2ccc(F)cc2)CC1 (stereo unspecified)

The results go on:
EPAC2 antag	pAkt inh	EPAC2 agonist	structure
-8%	i	11%	Cc1cc2c(cc1C)-n1nnnc1C(N(C)CCc1ccccc1)C(=O)N2 (stereo unspecified)
0%	i	6%	COC(=O)C[C@H]1C=C[C@H](NC(=O)Cc2ccccc2)[C@@H](CO)O1
4%	i	7%	O=C1N(c2ccccc2)c2ccccc2[C@]12C[C@H](O)CO2
-1%	i	-1%	COCCNC(=O)C1C(=O)Nc2ccccc2C(=O)N1C1CCCC1 (stereo unspecified)
1%	i	6%	Cc1ccccc1CN1C(=O)CN(S(C)(=O)=O)CC1(C)C(=O)Nc1ccc2c(c1)OCCO2 (stereo unspecified)
-5%	i	5%	CCC(c1nc2ccccc2[nH]1)n1c(=O)c(-c2cccnc2)nc2ccccc21 (stereo unspecified)
3%	i	7%	CC1(C(=O)Nc2ccc3c(c2)OCCO3)CN(S(C)(=O)=O)CC(=O)N1C1CCCCCC1 (stereo unspecified)
8%	i	3%	O=C(NCc1ccccc1)C(C1CC1)n1c(=O)c(-c2ccco2)nc2ccccc21 (stereo unspecified)
56µM*	i	1%	COc1ccccc1C(C(=O)c1ccccc1)c1ccc(O)cc1 (stereo unspecified)
-7%	i	13%	O=C(C(=O)N1CCC(Cc2ccccc2)CC1)c1cccs1
-18%	i	0%	CCCCOCCCNC(=O)C[C@@H]1C[C@@]2(C(=O)OC)CC(C)(C)CC=C2N(Cc2ccccc2)C1=O
1%	i	-5%	CCC(CC)C(C(=O)NC1CCCC1)N1CCN(c2cc(C)nc3ccccc23)CC1 (stereo unspecified)
2%	i	4%	CC(C(=O)NC1CCCC1)n1c(-c2ccncc2)nc2ccccc21 (stereo unspecified)
-11%	i	5%	COC(=O)[C@@]12C[C@@H](CC(=O)NCc3cccs3)C(=O)N(CCc3ccc(OC)c(OC)c3)C1=CCC(C)(C)C2
10%	i	4%	Cc1cccc(C)c1NC(=O)C1(C)CN(S(C)(=O)=O)CC(=O)N1Cc1ccco1 (stereo unspecified)

(listing goes on)
EPAC2 antag	pAkt inh	EPAC2 agonist	structure
-26%	i	-5%	O=C(N[C@H]1CC[C@H](CC(=O)N2CCCCC2)O[C@@H]1CO)c1cccc(F)c1
10%	i	4%	CC(C)C(C(=O)NCc1ccccc1)N1CCN(C(=O)C2CCCO2)CC1 (stereo unspecified)
-24%	i	-1%	CCC(C(=O)NCc1ccccc1)n1c(CSCCOc2ccccc2)nc2ccccc21 (stereo unspecified)
18%	i	-8%	Cc1cccc(C)c1NC(=O)C(C1CC1)n1c(-c2ccc(C(F)(F)F)cc2)nc2ccccc21 (stereo unspecified)
4%	i	-2%	O=C(Nc1ccc(F)cc1)C(c1ccncc1)N1CCN(CC(=O)N2CCCC2)CC1 (stereo unspecified)
2%	i	11%	CC(C)(C)NC(=O)C(c1cc2ccccc2o1)n1c(=O)c(-c2ccccc2)nc2ccccc21 (stereo unspecified)
-1%	i	5%	COC(=O)C1C(=O)N(S(=O)(=O)c2ccc([N+](=O)[O-])cc2)c2ccccc21 (stereo unspecified)
-11%	i	-8%	CCCCCCCCN1C(=O)[C@H](CC(=O)NCC23CC4CC(CC(C4)C2)C3)C[C@@]2(C(=O)OC)CC(C)(C)CC=C12
-4%	i	1%	Cc1ccc(N2CCN(C(CCc3ccccc3)C(=O)Nc3c(C)cccc3C)CC2)cc1 (stereo unspecified)

Source: PubChem
